# PRMT1 inh: blocks human protein arginine methyltransferase 1. inhibition, % at 2.79 µM. 370,000 tested, 1.3% active. AID 652257. recombinant PRMT1, activity-based probe fluorescence polarization;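 active = inhibition above about 21% made by adding two undisclosed values, limit read from the data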
# LEDGF integ inh: blocks HIV-1 LEDGF/p75-dependent DNA integration | TR-FRET IN-LEDGF/p75 DNA integration, Eu/Cy5 | inhibition, % at 3.7 µM | 370,000 tested, 0.64% active | AID 743269;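 active = inhibition above the screen-wide mean plus 3 SD, cut at about 13% in these data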;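 also: signal is the Cy5 over europium emission ratio at 671 and 618 nm; 0% = plate median of compound wells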
# HTRA1 inh: HTRA1 (human) protease inhibition; recombinant HTRA1, FP-rhodamine activity-based probe, fluorescence polarization; 340,000 tested, 0.5% active; Q92743; inhibition, % at 5.96 µM; in the data active = inhibition above about 36%;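 also: 0% = enzyme with DMSO and 100% = wells lacking enzyme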
# Target sequence (Q92743 whole entry, looked up): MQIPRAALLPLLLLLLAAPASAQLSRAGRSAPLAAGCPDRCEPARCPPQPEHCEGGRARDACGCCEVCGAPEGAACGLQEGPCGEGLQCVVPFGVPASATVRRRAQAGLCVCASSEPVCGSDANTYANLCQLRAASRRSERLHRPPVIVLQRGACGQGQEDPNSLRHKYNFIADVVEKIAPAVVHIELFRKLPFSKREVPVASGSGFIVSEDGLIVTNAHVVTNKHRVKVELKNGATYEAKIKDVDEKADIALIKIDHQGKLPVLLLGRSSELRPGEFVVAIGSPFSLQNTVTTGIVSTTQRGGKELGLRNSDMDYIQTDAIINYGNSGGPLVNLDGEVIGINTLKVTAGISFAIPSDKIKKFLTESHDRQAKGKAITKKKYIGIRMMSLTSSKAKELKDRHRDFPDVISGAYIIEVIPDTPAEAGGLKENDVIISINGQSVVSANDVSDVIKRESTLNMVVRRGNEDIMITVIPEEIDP
# mABHD4 FP: inhibits mouse alpha/beta hydrolase domain 4 | purified mABHD4, FP-Rh probe fluorescence polarization | inhibition, % at 8.92 µM | 370,000 tested, 0.54% active | AID 720543;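 active = inhibition exceeding the mean over every tested compound plus 3 SD, cut at about 30% in these data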;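 also: 0% = plate median of compound wells and 100% = S159A mutant with DMSO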
#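 System: mouse ABHD4 enzyme, wild type / Medium: HEPES pH 7.0, NaCl, Pluronic buffer / Reagent: FP-Rh activity-based fluorescent probe / Control set: S159A mutant high control, sample median low control / Detection: fluorescence polarization with parallel and perpendicular emission, 525/598 nm / Schedule: 45 min + 60 min at 25 °C / Compound dosing: 8.92 µM, single dose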
# TDP2 inh: blocks human TDP2 phosphodiesterase activity; recombinant TDP2, T5PNP hydrolysis, p-nitrophenol absorbance 415 nm; inhibition, % at 12.8 µM; 370,000 tested, 0.34% active; O95551;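 active = inhibition above the mean of all tested compounds plus 3 SD, set per campaign, cut at about 25% in these data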;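 also: 0% = DMSO with enzyme and 100% = buffer with substrate but no TDP2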
#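 System: recombinant human TDP2 / Amount: 120 nM TDP2 per well / Also added: 5 mM T5PNP chromogenic substrate / Doses: 12.8 µM single point, 1% DMSO / Incubation: 2 h at 37 °C / Detection: p-Nitrophenol epi absorbance / Evaluation: % inhibition relative to enzyme-containing and enzyme-free wells / Repeats: singlicate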
# NPR2 activator: GC-B (human) receptor activation; P20594; HEK293-GC-B cells, CNP EC30, cGMP TR-FRET; 0% at EC30 CNP, 100% saturating CNP; activation, % at 10 µM; 370,000 tested, 0.11% active;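 active = activation at 10 µM reaching about 35% in either raw or pattern-adjusted values, limit read from the data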
# rCAG RNA binder: r(CAG) repeat RNA binding; TO-PRO-1 dye displacement fluorescence; inhibition, % at 3 µM; 370,000 tested, 1.3% active;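 active = inhibition above the plate cutoff, the mean of all test compounds on that plate plus 3 SD, cut at about 35% in these data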;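 also: 0% = DMSO alone and 100% = 100 µM mitoxantrone as full dye displacement; higher means more dye released from RNA so lower well fluorescence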
# SIAE primary: blocks human sialic acid acetylesterase; Q9HAT2; AID 1053197; SIAE FP-Rh probe binding, fluorescence polarization; inhibition, % at 9.66 µM; 370,000 tested, 0.69% active;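 active = inhibition above a cutoff: mean of compounds within the control limits plus 3 SD of those, cut at about 17% in these data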;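 also: 0% = plate median of compound wells and 100% = probe without SIAE protein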
# Target sequence (Q9HAT2 whole entry, looked up): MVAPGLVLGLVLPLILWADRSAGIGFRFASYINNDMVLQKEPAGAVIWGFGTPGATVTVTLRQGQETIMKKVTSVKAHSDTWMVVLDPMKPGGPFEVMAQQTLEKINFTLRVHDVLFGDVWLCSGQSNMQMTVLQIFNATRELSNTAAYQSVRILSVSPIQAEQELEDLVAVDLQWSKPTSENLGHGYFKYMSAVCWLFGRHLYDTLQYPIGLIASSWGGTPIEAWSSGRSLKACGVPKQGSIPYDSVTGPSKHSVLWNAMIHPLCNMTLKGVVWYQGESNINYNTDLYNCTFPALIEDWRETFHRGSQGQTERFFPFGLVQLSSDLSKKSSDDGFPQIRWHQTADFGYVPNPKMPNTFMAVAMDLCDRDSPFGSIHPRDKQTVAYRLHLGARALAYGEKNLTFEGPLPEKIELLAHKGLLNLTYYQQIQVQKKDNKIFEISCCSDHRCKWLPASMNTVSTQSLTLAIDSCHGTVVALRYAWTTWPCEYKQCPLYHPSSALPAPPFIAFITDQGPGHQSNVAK
# TCR CD3 inh: human TCR-CD3 binding inhibition | TAMRA-labeled TCR probe fluorescence, biochemical | inhibition, % at 9.4 µM | 360,000 tested, 0.37% active; in the data active = inhibition above about 19%;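 also: recombinant mutant TCR 2C K166C tagged with TAMRA read by polarization; 0% = receptor in buffer alone and 100% = receptor with positive control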
# MBD2 DNA inh: inhibitors of human MBD2 binding to methylated oligonucleotide; Q9UBB5; TR-FRET; inhibition, % at 4.4 µM; 370,000 tested, 0.31% active; in the data active = inhibition above about 13%
# Numbers without * were called inactive; . = not tested or not shown. These rows are one share of the data (hit frequency here may not be typical).
# Values run as follows: LEDGF integ inh	MBD2 DNA inh	TCR CD3 inh	HTRA1 inh	NPR2 activator	PRMT1 inh	TDP2 inh	mABHD4 FP	SIAE primary	rCAG RNA binder
1	O=C(c1ccc(-n2cncn2)c([N+](=O)[O-])c1)N1CCN(S(=O)(=O)c2c(F)cccc2F)CC1
    5	2	10	-2	-1	-3	2	-2	2	2
2	CCc1ccc(C(=O)NNC(=O)C2CC(=O)N(c3ccc4c(c3)OCCO4)C2)cc1 (stereo unspecified)
    4	-2	-1	-6	-2	-2	-12	-6	-20	0
3	O=C(NCC1CCN(Cc2cccc(Cl)c2)CC1)Nc1ccccc1Cl
    -3	5	3	-6	-4	2	10	4	-4	-7
4	Cc1ccc(-n2c(=O)[nH]c3c(C(N)=O)nc(CC(C)C)nc32)cc1
    1	0	-1	-10	-2	1	7	-1	-7	-1
5	Nc1cc(-c2ccccc2)nn1S(=O)(=O)c1ccc(Br)cc1
    3	6	-2	-19	-7	5	-5	-20	4	13
6	CCN1CCCC1CNCc1ccc(OCc2ccc(Cl)nc2)c(OC)c1 (stereo unspecified)
    2	-1	2	6	1	-2	16	-4	4	-1
7	CCOc1ccccc1N1CCN(C(=O)c2cc(-c3cc(OC)ccc3OC)nc3ccccc23)CC1
    -1	0	1	-26	8	0	-18	-4	3	2
8	CCOc1cc(NS(=O)(=O)c2ccccc2)c(OCC)cc1NC(=O)c1ccco1
    0	-4	0	-7	1	14	10	3	2	7
9	O=C(Nc1ccc(S(=O)(=O)Nc2cnc3ccccc3n2)cc1)c1ccc(Cl)cc1Cl
    4	7	-2	.	0	2	0	-19	-9	66*
10	Clc1ccc2nc(CSc3ncn[nH]3)cn2c1
    1	4	-12	1	1	5	3	2	1	-2
11	O=C1CSC(=Nc2cccc(Cl)c2Cl)N1Cc1cccnc1
    7	3	5	-4	-17	-5	-6	-2	16	-4
12	O=C(COc1cccc2ccccc12)NNC(=O)c1cccs1
    1	-1	5	-3	-10	-2	0	0	-1	2
13	O=C(Cc1ccc(Cl)cc1)Nc1cccc(S(=O)(=O)Nc2ccccc2F)c1
    -2	-1	-1	-35	12	5	-7	-26	-14	30
14	CN1CCN(C(=O)c2cc(Cl)ccc2Cl)CC1
    -1	3	-1	-3	4	3	-5	-7	-2	1
15	CCC1CCCCN1C(=O)CCCOc1ccccc1 (stereo unspecified)
    -1	-1	0	-7	-1	3	8	6	-3	-7
16	CN(CC(=O)NCc1ccccc1)S(=O)(=O)c1ccc2c(c1)CCC(=O)N2
    4	-1	5	2	-1	-1	0	0	-3	0
17	CC(C#N)(NC(=O)CN1CCN(S(=O)(=O)c2cccc(F)c2)CC1)C1CC1 (stereo unspecified)
    2	-4	6	3	-2	-1	2	3	-10	1
18	COC(=O)c1nc(C(=O)OC)c(C(=O)OC)nc1C(=O)OC
    1	0	4	1	5	0	4	-1	4	2
19	c1ccc(-n2nnnc2Oc2ccc(-n3ccnc3)cc2)cc1
    -4	-5	1	-5	-9	-3	-10	3	1	-1
20	COc1ccc(NC(=O)NNC(=O)c2cc3occc3n2C)c(OC)c1
    1	-2	1	-2	4	3	8	6	5	1
21	Cc1c(Cl)cccc1NC(=O)C1COc2ccccc2O1 (stereo unspecified)
    -1	-1	10	6	4	-4	5	-3	4	-1
22	Cc1ccc(NC(=O)C(C)OC(=O)Cc2c[nH]c3ccccc23)cc1S(=O)(=O)N1CCOCC1 (stereo unspecified)
    -1	-5	6	-12	4	-1	-10	-7	4	10
23	Oc1[nH]c2ccccc2c1C=Nc1ccc2c(c1)OCO2
    -6	0	-1	21	-6	-2	-4	13	14	2
24	C/C(=N\NC(=O)c1ccc(Cl)cc1)c1cccc(NC(=O)c2cccnc2)c1
    1	4	-4	-3	1	2	-7	12	2	-2
25	O=C1Nc2ccccc2SC(c2ccccc2)C1O (stereo unspecified)
    -1	1	4	16	1	8	2	6	6	22
26	O=C(Nc1c(Cl)cc(Cl)cc1C(=O)NCCN1CCOCC1)c1ccc(Cl)cc1Cl
    0	12	1	-6	-2	-1	-2	1	-4	-2
27	C=CCn1c(SCC(=O)N2CC(=O)Nc3ccccc32)nc2scc(-c3ccccc3)c2c1=O
    -2	1	0	-28	-26	0	-12	-23	-11	14
28	O=S1(=O)c2cccc3cccc(c23)N1Cc1ccc(-c2nnco2)cc1
    -1	2	6	-20	1	3	4	-13	-10	1
29	CCOC(=O)Cc1csc(N/N=C/c2ccc(Cl)cc2)n1
    4	-3	2	-2	-1	-13	-19	-4	0	4
30	CC1CCC(C(=O)c2c(O)c3ccccc3oc2=O)CC1 (stereo unspecified)
    0	1	3	2	-8	-4	-2	-6	5	4
31	COc1ccccc1-c1noc(CCC(=O)NC2CCCCC2)n1
    2	-1	7	1	0	-5	-7	4	1	-5
32	O=C(CC1C(=O)NCCN1Cc1ccoc1)NCCc1ccc(Cl)cc1 (stereo unspecified)
    -1	1	3	-6	2	-2	0	2	4	0
33	CN(CC(=O)Nc1ccccc1Cl)C(=O)COC(=O)c1cccs1
    1	5	0	0	0	-6	3	1	-1	-1
34	COc1ccc(CCNC(=O)c2noc(C)c2[N+](=O)[O-])cc1OC
    -4	2	-2	7	0	1	3	5	2	0
35	CC(=O)c1ccc(S(=O)(=O)NCCC(=O)OCC(=O)NCCc2ccccc2)cc1
    -2	6	-1	2	1	4	-6	7	-5	-6
36	Cc1cc(Br)cc(Cl)c1OCC(=O)N1CCN(C(=O)c2ccco2)CC1
    -10	1	3	1	-3	3	4	3	3	0
37	Cc1ccc(NC(=O)CSc2ncnc3ccccc23)cc1S(=O)(=O)N1CCCCC1
    -8	0	5	-23	2	23*	-13	-18	-37	16
38	C/C(=N/OC(=O)C1CC12CCC2)c1ccc(Br)cc1 (stereo unspecified)
    0	1	-8	-15	4	1	-2	1	5	-6
39	c1ccc(Cn2c(SCCN3CCOCC3)nnc2-c2cccnc2)cc1
    4	-4	5	5	3	-2	15	10	4	-6
40	CN(C)c1ccc(/C=N/N=C/c2ccccc2O)cc1
    -2	2	-4	3	4	1	0	1	0	1

# Part of the list above in order of count of non-hydrogen atoms, rising.
# Values run as follows: LEDGF integ inh	MBD2 DNA inh	TCR CD3 inh	HTRA1 inh	NPR2 activator	PRMT1 inh	TDP2 inh	mABHD4 FP	SIAE primary	rCAG RNA binder
36	Cc1cc(Br)cc(Cl)c1OCC(=O)N1CCN(C(=O)c2ccco2)CC1
    -10	1	3	1	-3	3	4	3	3	0
35	CC(=O)c1ccc(S(=O)(=O)NCCC(=O)OCC(=O)NCCc2ccccc2)cc1
    -2	6	-1	2	1	4	-6	7	-5	-6
27	C=CCn1c(SCC(=O)N2CC(=O)Nc3ccccc32)nc2scc(-c3ccccc3)c2c1=O
    -2	1	0	-28	-26	0	-12	-23	-11	14

# New compounds follow.
# Values run as follows: LEDGF integ inh	MBD2 DNA inh	TCR CD3 inh	HTRA1 inh	NPR2 activator	PRMT1 inh	TDP2 inh	mABHD4 FP	SIAE primary	rCAG RNA binder
41	COC(=O)[C@]12C[C@H](CC(=O)N3CCC(c4ccccc4)CC3)C(=O)N(Cc3ccco3)C1=C[C@H](C1CCCC1)O[C@@H]2C
    -2	1	.	.	-4	1	-5	1	12	4
42	O=C(Nc1ccc2nc3ccccc3nc2c1)c1ccccc1
    -1	-7	-4	-31	-11	4	5	-6	-9	3
43	COc1ccccc1NC(=O)/C(C#N)=C/c1cccn1C
    0	0	-5	-1	-4	5	1	0	-1	3
44	COc1ccccc1-n1c(CNC(=O)c2cccs2)n[nH]c1=S
    0	-8	5	3	1	-2	6	-5	0	-1
45	C[C@@H](NC(=O)C[C@H]1CC[C@H]2[C@@H](COc3ccc(NC(=O)Nc4ccccc4)cc3C(=O)N2C)O1)c1ccccc1
    2	8	.	.	4	-2	0	13	1	11
46	CCOC(=O)CC(=O)CSc1nc2c(cc1C#N)CCC2
    -2	0	5	-6	1	-1	9	3	6	6
47	C1=C[C@H]2CCCN3CC[C@@H]([C@@H]2[C@]32CO2)[C@H]1CCOCc1ccccc1
    -1	-4	3	.	0	-3	-11	1	8	6
48	Cc1ccc(C(=O)OCC(=O)NCc2ccco2)s1
    2	-1	1	-3	0	6	2	2	-3	10
49	CCc1nc2ccc(C(=O)N3CCCCC3)cn2c1N(CCC(C)C)CCN(C)C
    2	2	-3	.	1	1	-6	-2	-1	-4
50	C=CCn1c(SCc2c(C)noc2C)nc2sc3c(c2c1=O)CCCC3
    -1	3	-3	-36	8	1	-21	2	0	20
51	COCC(=O)OCC(=O)Nc1ccc(Cl)cc1[N+](=O)[O-]
    2	3	-1	4	-3	-3	0	-6	3	-3
52	Nc1cc(C(=O)N2CCN(c3ccccc3Cl)CC2)ccc1N1CC2CC(C1)c1cccc(=O)n1C2 (stereo unspecified)
    -1	0	7	2	6	0	-6	9	5	5
53	CC(C)N1CCc2c(sc(NC(=O)c3ccc4ccccc4c3)c2C(N)=O)C1
    0	1	-6	-34	-6	-4	-2	-6	-17	2
54	CCOC(CNC(=O)C(=O)Nc1cc2c3c(c1)CCC(=O)N3CCC2)OCC
    3	3	3	10	3	-2	1	3	-1	-4
55	Cc1occc1C(=O)N1CCN(Cc2ccccc2)CC1
    3	3	4	4	-8	-3	22	4	7	6
56	CC(=C/c1ccco1)/C=N/NC(=O)CSc1nnc(SCc2ccc(C)cc2)s1
    1	-1	-13	-43	-3	-1	-3	-11	0	15
57	C/C(=N\NC(=S)NCc1ccccc1)c1ccc2ccccc2c1
    -2	6	-3	-56	-1	2	1	-7	-28	10
58	C/C=C\C(=O)Nc1cccc(C2=NOC3(C2)C[C@@H](C(N)=O)N(C(=O)c2ccc(Cl)cc2)C3)c1 (stereo partly specified)
    -3	0	5	-9	-1	-1	2	-3	-2	9
59	O=C(NC(=S)N1CCCCCC1)c1cccc([N+](=O)[O-])c1
    3	5	-3	-5	4	2	5	7	-8	1
60	COC(=O)c1ccccc1NC(=O)CSc1nnc(Cc2ccc(Cl)cc2)o1
    -1	3	2	-1	4	5	11	0	-3	-6
61	COc1cccc(N(CC(=O)O)S(=O)(=O)c2ccccc2)c1
    3	-5	-2	0	6	-1	6	2	-4	6
62	CC1CCCCC1NC(=O)CN1C(=O)NC(Cc2ccccc2)(Cc2ccccc2)C1=O (stereo unspecified)
    -1	1	-4	-3	1	-1	9	7	5	-1
63	CC1(C)Cc2cccc(C(=O)NCc3ccco3)c2O1
    -5	4	2	.	-2	7	-2	0	3	-3
64	Cc1cccnc1NC(=S)Nc1ccc(F)cc1F
    -9	2	-9	4	1	10	-9	-3	-5	2
65	Cn1c(SCC(=O)NCCc2ccccc2)ncc(C(=O)Nc2ccc(F)cc2)c1=O
    2	-2	-8	2	-3	-3	17	2	10	-1
66	CCn1c(SCC(=O)NC2CCS(=O)(=O)C2)nnc1-c1ccccc1 (stereo unspecified)
    -2	2	-9	4	7	4	2	-3	-9	-2
67	Cc1ccc(S(=O)(=O)N2CCC(C(=O)NCCCN3CCOCC3)CC2)cc1
    -4	0	-2	4	4	1	0	6	-2	-2
68	CCOc1ccc(CCNC(=O)C2CSC3(C)CCC(=O)N23)cc1OCC (stereo unspecified)
    -3	5	2	4	1	2	2	0	-1	-6
69	O=C(COC(=O)c1c(F)cccc1Cl)NCC1CCCCC1
    -3	0	-4	0	1	0	6	0	6	-2
70	N#Cc1c(N)nc(Sc2ccc(Cl)cc2)c(C#N)c1-c1ccccc1Cl
    -5	2	-14	-7	-8	3	10	-11	-3	1
